Screens from PubChem.
GLP1R ag – qHTS of GLP-1 Receptor Agonists | HEK293 GLP-1R CRE-luciferase, luminescence, 4-6 h; cells express a hypersensitive GLP-1R form | Potency, µM (doses to about 45.6 µM), for inactives: top-dose activation, actives largely listed as activators | Glucagon-like peptide 1 receptor (Homo sapiens), P43220 | actives 0.007% (n = 380,000); also: % of control where 0% means no effect
Target sequence (P43220 whole entry, looked up): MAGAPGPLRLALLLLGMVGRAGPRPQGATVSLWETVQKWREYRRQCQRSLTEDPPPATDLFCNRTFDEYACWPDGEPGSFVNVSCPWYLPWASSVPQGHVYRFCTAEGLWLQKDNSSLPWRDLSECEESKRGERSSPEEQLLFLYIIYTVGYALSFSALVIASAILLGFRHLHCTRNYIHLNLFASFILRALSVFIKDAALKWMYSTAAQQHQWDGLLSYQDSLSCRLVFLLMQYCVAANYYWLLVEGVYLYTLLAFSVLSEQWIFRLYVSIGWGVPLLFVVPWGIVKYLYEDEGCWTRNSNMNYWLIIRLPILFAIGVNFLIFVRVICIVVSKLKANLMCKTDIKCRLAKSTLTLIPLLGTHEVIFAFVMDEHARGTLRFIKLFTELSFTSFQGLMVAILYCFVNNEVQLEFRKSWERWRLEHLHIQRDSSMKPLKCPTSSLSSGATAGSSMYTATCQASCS
KB-V1 cytotox – qHTS assay for MDR1-selective chemotherapeutics: Primary screen using the drug-selected MDR subline cells KB-V1; KB-V1 MDR cells viability, CellTiter-Glo, 72 h; Potency, µM (highest dose often 46.1 µM), for inactives: at the highest dose activity change, negative = cytotoxicity, hits mostly cytotoxic; actives 3.4% (n = 400,000); also: % is scaled to controls: 0 for no effect and ±100 for the full control effect; nearly all actives have a fitted effect of over 60% in size
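Following 72 h at 37 degrees C with compound, KB-V1 cell viability was read by CellTiter-Glo luminescence, medium being phenol-red-free DMEM plus 10% FBS; concentration-response parameters came from normalized, curve-fitted qHTS data.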
TDP-43 yeast inh – qHTS of TDP-43 Inhibitors | TDP-43 expressing yeast growth rescue, BacTiter-Glo, 24 h | Potency, µM (series often up to 46.1 µM), inactives show at the top dose growth rescue (activation), hits mostly activators | actives 1.8% (n = 410,000) | AID 652104, 2013; also: % of control where 0% means no effect; nearly all actives have a fitted effect of over 50% in size
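Yeast cells expressing TDP-43 under galactose induction are exposed to compounds for 24 hr at 30 deg C. BacTiter-Glo luminescence measures growth, so protective compounds score as activators.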
GLP1R inv ag – qHTS of GLP-1 Receptor Inverse Agonists (Inhibition Mode). HEK293 GLP-1R CRE-luciferase, luminescence, 24 h; GLP-1R form is constitutively active. actives 1.6% (n = 410,000). Glucagon-like peptide 1 receptor (Homo sapiens), P43220. Potency, µM (top dose mostly 38.3 µM), for inactives: at the top dose activity change, negative = inhibition, hits mostly inhibitors; also: % is scaled to controls: 0 for no effect and ±100 for the full control effect; nearly all actives have a fitted effect of over 55% in size
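Inverse agonism was detected as reduced cAMP-driven luciferase luminescence after 24 h compound treatment. The cells were HEK293 clones expressing constitutively active human GLP-1R with the reporter. Reporter-only and GPR119 cell lines served as counterscreen controls.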
SW480 rerep – A quantitative high throughput screen for small molecules that induce DNA re-replication in SW480 colon adenocarcinoma cells. SW480 DNA re-replication, Hoechst DNA content imaging, 48 h. Potency, µM (series often up to 46.1 µM), for the others: top-dose re-replication activation, usual class: activators. actives 1.8% (n = 340,000). AID 624297, 2012; also: % of control where 0% means no effect; nearly all actives have a fitted effect of over 55% in size
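First, 250 cells per well were seeded. Next, compound or vehicle (23 nL) was pinned in, plates sat 48 hr at 37 C. Finally Hoechst was added for 40 min before fluorescence scanning.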
HT1080 IDH1KD tx – qHTS for induction of synthetic lethality in tumor cells producing 2HG: qHTS for the HT-1080-IDH1KD cell line. AID 686971, 2013. Potency, µM (doses to about 46.1 µM), inactives show at the highest dose activity, negative = toxicity, usual class: cytotoxic. HT-1080 IDH1 knockdown viability, ATP luminescence, 48 h. actives 2% (n = 360,000);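 also: 0% = DMSO wells and -100% = cell-free medium wells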
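Cytotoxicity counter-line: IDH1KD HT-1080, 48 h, CellTiter-Glo. Curves classed by r2, magnitude and activity.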
KB-3-1 tox – qHTS assay for MDR1-selective chemotherapeutics: Primary screen using the parental adenocarcinoma cell KB-3-1 | KB-3-1 viability, CellTiter-Glo ATP luminescence, 72 h | Potency, µM (doses to about 46.1 µM), for the others: at the highest dose activity change, negative = cytotoxic, usual class: cytotoxic | actives 1.4% (n = 400,000); also: % is scaled to controls: 0 for no effect and ±100 for the full control effect; nearly all actives have a fitted effect of over 60% in size
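Cells are dispensed, compounds pinned in, plates held at 37 °C for 72 h, then CellTiter-Glo is added and luminescence read after 10 minutes. Cell line: parental KB-3-1 in phenol-red-free DMEM, 10% FBS.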
HT1080NT lethal – qHTS for induction of synthetic lethality in tumor cells producing 2HG: qHTS for the HT-1080-NT fibrosarcoma cell line | HT-1080-NT fibrosarcoma viability, CellTiter-Glo ATP luminescence, 48 h | Potency, µM (top dose mostly 46.1 µM), for the others: top-dose activity, negative = less viability, usual class: cytotoxic | actives 1.6% (n = 360,000) | AID 686970, 2013;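 also: NT is the 2HG producing partner of a matched IDH1 knockdown line; 0% = DMSO-treated cells and -100% = media-only wells without cells; nearly all actives have a fitted effect of over 55% in size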
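Compounds were tested in concentration-response format on HT-1080-NT cells for 48 hours at 37 degrees C. Cell viability came from CellTiter-Glo luminescence; curves were classified by r2, response magnitude and activity.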
GLP1R cytotox – qHTS of GLP-1 Receptor Inverse Agonists: Cytotox Screen. Potency, µM (titrated, usually from 38.3 µM), for inactives: top-dose activity change, negative = inhibition, hits mostly inhibitors. AID 624418, 2012. actives 0.13% (n = 410,000). HEK293 cAMP-luciferase reporter cells, luminescence, 24 h;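 also: loss of luciferase light is scored as toxicity; % is scaled to controls: 0 for no effect and ±100 for the full control effect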
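Cells in DMEM/10% Nu serum/1% pen-strep, 1536-well format. Pre-incubated 12 h, dosed with 23 nL compound, incubated a further 24 h. Luciferase detection, 12 min at room temp, luminescence.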
An asterisk follows results filed as active; ? = inconclusive; . = no result given; [ ] = dose if it differs, or a comment. Calls follow the shape of the dose curve; as a rule, active = well fitted curve in the direction sought with a large enough effect; inconclusive = small, poorly fitted or top-dose-only effect, or another doubt; inactive = no such curve, though single readings can be large; an effect the other way counts as inactive or inconclusive. Potency is read from the fitted curve at half-maximal effect.

SMILES	GLP1R ag	KB-V1 cytotox	TDP-43 yeast inh	GLP1R inv ag	SW480 rerep	HT1080 IDH1KD tx	KB-3-1 tox	HT1080NT lethal	GLP1R cytotox
O=C(CN1CCN(Cc2cccc(Cl)c2)C1=O)NCc1ccccn1	-1%	-5%	2%	6%	-11%	1%	-11%	0%	15%
CN(C)c1ccc(N=Nc2cccc3ccoc23)cc1	-1%	5%	9%	-2%	-3%	-1%	4%	-2%	?
Cc1ccc(S(=O)(=O)N(C)c2ccc(C(=O)Nc3ccc(C)cn3)cc2)cc1	10%	?	-15%	?	?	-21%	-19%	-27%	14%
COC(=O)c1ccc(CN2CCN(Cc3ccc(C(=O)OC)o3)CC2)o1	1%	17%	-8%	1%	-4%	2%	8%	5%	1%
COc1cc(C(=S)N2CCCC2)cc(OC)c1O	4%	19%	-24%	0%	-8%	13%	13%	15%	-8%
O=C(CCNS(=O)(=O)c1cccc2nonc12)Nc1ccc(F)cc1	0%	0%	6%	-17%	.	.	17%	.	-4%
COCC1CCN(C(=O)c2cc(COc3ccc4ncccc4c3)on2)CC1	3%	7.3µM*	29%	-11%	1%	-15%	?	-2%	-8%
COc1cccc2c(=O)n(CC(=O)N3CCCCCC3)ccc12	4%	-9%	5%	-6%	2%	2%	0%	-1%	-9%
Cc1ccc(N(C(C)C(=O)Nc2cccc(N(C)S(C)(=O)=O)c2)S(C)(=O)=O)cc1 (stereo not given)	0%	-3%	0%	5%	1%	-11%	5%	3%	-7%
CC(=O)/C(C=Nc1noc(C)c1Br)=C(\C)O	2%	18%	3%	19%	1%	-1%	4%	4%	-9%
Cc1c(-c2ccccc2)cn2c1-c1ccc(C)n1CC2	-5%	0%	-21%	7%	-1%	2%	-7%	0%	2%
CCOc1cccc(C2Oc3nc(SC)nnc3-c3ccccc3N2C(C)=O)c1OC (stereo not given)	.	-4%	12%	-1%	.	.	7%	.	-6%
NC(=O)c1ccc(NC(=O)COC(=O)c2cc3c(s2)CCC3)cc1	1%	-9%	24%	4%	?	8%	3%	5%	-4%
CCOCCCNC(=O)c1ccc2c(=O)n(Cc3ccc(OC)cc3)c(=O)[nH]c2c1	13%	-20%	14%	5%	4%	4%	3%	0%	-6%
COc1ccc(CCNC(=O)c2cccc(-n3c(C)nc4cccnc43)c2)cc1OC	.	7%	12%	36%[activator]	.	.	-2%	.	-5%
Brc1ccc(COc2cccc3cccnc23)cc1	10%	2%	?	?	-23%	1%	2%	-5%	-8%
CC1CCN(c2csc3ccc(F)cc3c2=O)CC1	.	0%	?	11%	.	.	9%	.	28%
CCN(NC(=O)C(O)(c1ccccc1)c1ccccc1)C(=O)c1ccccc1	-11%	16%	5%	1%	2%	13%	8%	13%	-1%
CC(=O)Nc1ccc(NC2(C)C(=O)c3ccccc3C2=O)cc1	0%	-5%	18%	18%	9%	7%	22%	0%	1%
O=C(CSc1ccccc1)Nc1nnc(/C=C/c2ccccc2)s1	0%	-25%	19%	5%	?	18µM*	-21%	23µM*	0%
CN(CCC1CCOCC1)C(=O)CC1C(=O)NCCN1Cc1ccoc1 (stereo not given)	1%	?	.	1%	-2%[1.84 µM]	14%	0%	17%	-8%
CC1CCCCN1C(=O)Cn1c(=O)n(CCC(=O)NCc2ccco2)c(=O)c2sccc21 (stereo not given)	-3%	0%	-24%	0%	-1%	-2%	8%	10%	6%
COc1cc(OC)c(NC(=O)C(=O)CC(=O)c2ccc(C)cc2C)cc1Cl	3%	?	-12%	23%	-119%[inhibitor]	-26%	?	-13%	19%
CCN(C(=O)COc1ncnc2ccccc12)C1CCCCC1	-1%	0%	-10%	4%	-3%	-1%	8%	-5%	-9%
O=S(=O)(Nc1c(O)ccc2ccccc12)c1cccc2ccccc12	1%	-2%	5%	?	0%[9.22 µM]	-26%	-3%	?	?
C=CCc1ccccc1OCC(O)CNC1CCCC1 (stereo not given)	9%	0%	9%	-15%	0%	2%	-11%	5%	4%
CN(C)C(/C=C/Nc1ccccc1F)=C(C#N)C#N	-10%	12%	-2%	-8%	-3%	6%	3%	13%	-1%
CC(C)CNC(=O)c1ccccc1C(=O)NC1(C(=O)NCC(C)C)CCCC1	-7%	-3%	7%	4%	0%	2%	14%	4%	9%
Cc1ccc(S(=O)(=O)Nc2cc(C)cn(Cc3ccc(F)cc3)c2=O)cc1	1%	?	-5%	?	22%	?	?	-26%	?
O=C(CCC1CCCC1)N1CCN(C(=O)COc2ccccc2)CC1	1%	12%	13%	-21%	2%	10%	10%	6%	-2%
CSc1ccccc1C(=O)N(C)C(c1ccccc1)c1ccccc1	5%	?	-8%	8.9µM*	20%	?	-22%	-28%	-3%
COc1ccc(C2=NOC(Cn3nc(-c4ccccc4)cc3C(=O)NCc3ccc(C)cc3)C2)cc1 (stereo not given)	10%	-12%	2%	-8%	-3%	10%	0%	0%	-3%
COc1ccc(N=C2SCC(=O)N2C)cc1	-2%	-4%	0%	6%	.	4%	-9%	1%	2%
CC(C)CN(C(=O)COC(=O)/C=C/c1ccccc1)C1CCS(=O)(=O)C1 (stereo not given)	-2%	13%	15%	-1%	-19%	9%	12%	2%	3%
COc1cc(Br)cc(C(c2c(C)n(C)n(-c3ccccc3)c2=O)c2c(C)n(C)n(-c3ccccc3)c2=O)c1O	3%	4%	-17%	-17%	-46%[inhibitor]	-1%	12%	-7%	?
Cc1ccc([C@H]2C[C@H](O)[C@@H](n3cc(COC(=O)c4ccccc4)nn3)CN2Cc2cccs2)cc1	-1%	?	17%	?	.	?	?	?	-19%
CCOn1c(=O)c(-c2cc(OC)ccc2OC)[n+]([O-])c2ccccc21	11%	0%	17%	20%	-10%	-2%	-6%	2%	8%
O=C(Nc1cccc(S(=O)(=O)Nc2ccc(Cl)cc2)c1)c1ccc2c(c1)OCCO2	5%	-3%	-3%	?	?	?	8.2µM*	?	?
Clc1ccc(-c2nc3ccc(Br)cn3c2Cc2ccccc2)cc1	7%	2%	20%	?	.	2%	9%	8%	-23%
O=C(CS(=O)(=O)c1cn(CC(=O)N2CCOCC2)c2ccccc12)Nc1ccccc1	-5%	-17%	10%	14%	-6%	3%	7%	0%	5%
COc1ccc(Cc2nc3ccc(C(=O)N(C)CCCN4CCOCC4)cc3o2)cc1	9%	-13%	17%	-16%	12%	8%	-14%	11%	3%
Nc1nnc(SCC(=O)Nc2cccc(S(N)(=O)=O)c2)s1	-4%	9%	.	5%	?	18%	-7%	12%	2%
Cc1cc(=O)n(Cc2ccccc2)c2c(C)cccc12	14%	-2%	-6%	?	-1%	2%	5%	1%	22%
CC(C)(C)c1cnnn1-c1ccc(NC(=O)c2ccc(Br)o2)cc1	3%	4%	8%	0%	-3%	-20%	1%	4%[9.24 µM]	7%
CCOc1ccc(S(=O)(=O)N2CCCC(C(=O)NC3CC3)C2)cc1Cl (stereo not given)	0%	?	-6%	-27%	?	-6%	-2%	-3%	-4%

One compound at a time, from the list above. Order of values: GLP1R ag, KB-V1 cytotox, TDP-43 yeast inh, GLP1R inv ag, SW480 rerep, HT1080 IDH1KD tx, KB-3-1 tox, HT1080NT lethal, GLP1R cytotox
CC(C)CN(C(=O)COC(=O)/C=C/c1ccccc1)C1CCS(=O)(=O)C1 (stereo not given) in the list: -2%, 13%, 15%, -1%, -19%, 9%, 12%, 2%, 3%
COc1ccc(Cc2nc3ccc(C(=O)N(C)CCCN4CCOCC4)cc3o2)cc1 in the list: 9%, -13%, 17%, -16%, 12%, 8%, -14%, 11%, 3%
Cc1ccc([C@H]2C[C@H](O)[C@@H](n3cc(COC(=O)c4ccccc4)nn3)CN2Cc2cccs2)cc1 in the list: -1%, ?, 17%, ?, ., ?, ?, ?, -19%
CSc1ccccc1C(=O)N(C)C(c1ccccc1)c1ccccc1 in the list: 5%, ?, -8%, 8.9µM*, 20%, ?, -22%, -28%, -3%
CCOn1c(=O)c(-c2cc(OC)ccc2OC)[n+]([O-])c2ccccc21 in the list: 11%, 0%, 17%, 20%, -10%, -2%, -6%, 2%, 8%

Later entries
SMILES	GLP1R ag	KB-V1 cytotox	TDP-43 yeast inh	GLP1R inv ag	SW480 rerep	HT1080 IDH1KD tx	KB-3-1 tox	HT1080NT lethal	GLP1R cytotox
Cc1c(C(=O)N2CCC3(CC2)CC(=O)c2ccccc2O3)cccc1[N+](=O)[O-]	-2%	-1%	?	-9%	-18%	0%	5%	0%	0%
N#CCN(CC#N)C(=O)C1c2ccccc2Oc2ccccc21	14%	25%	-3%	-9%	-3%	-6%	8%	13%	-6%
Cc1ccc(S(=O)(=O)NCc2ccncc2)cc1C	16%	-10%	-8%[1.82 µM]	1%	0%	23µM*	?	-5%	1%
Cc1cc(C)n2ncc(C(=O)Nc3ccc(Cl)c(Cl)c3)c2n1	8%	?	22%	18%	-11%	20%	-12%	5%	-3%
COc1ccc(S(=O)(=O)N2CCCN(CCC(=O)Nc3cccc(C(F)(F)F)c3)CC2)cc1	7%	12%	-2%	13%	-5%	5%	4%	3%	-13%
CS(=O)(=O)N1CCC(C(=O)NCCc2ccccc2)CC1	-2%	3%	9%	2%	0%	-19%	-3%	16%	2%
O=C(O)CCc1n[nH]c(=S)[nH]c1=O	-4%	5%	22%	-19%	-14%	12%	6%	16%	-7%
O=C(CN1C(=O)C2CC=CCC2C1=O)NCc1cccs1 (stereo not given)	2%	1%	10%	24%	-1%	14%	1%	6%	-3%

A few values from above:
In KB-V1 cytotox, `CN(C)C(/C=C/Nc1ccccc1F)=C(C#N)C#N` is entered as 12%
In HT1080NT lethal, `CN(C)c1ccc(N=Nc2cccc3ccoc23)cc1` is entered as -2%
In KB-V1 cytotox, `O=C(Nc1cccc(S(=O)(=O)Nc2ccc(Cl)cc2)c1)c1ccc2c(c1)OCCO2` is entered as -3%
In GLP1R ag, `COc1ccc(Cc2nc3ccc(C(=O)N(C)CCCN4CCOCC4)cc3o2)cc1` is entered as 9%
